Screens as filed in PubChem.
TWEAK-Fn14 inh: inhibitors of TWEAK-Fn14 interaction signaling. TWEAK-stimulated Fn14 reporter cells, luciferase luminescence, 8 h. inhibition, % at 10 µM. 360,000 compounds, 2% hits; in the data active = inhibition above about 50%
LMP1 NFkB inh: inhibitors of Epstein-Barr LMP1-induced NF-kappaB reporter; LMP1-induced NF-kappaB luciferase reporter cells, luminescence; inhibition, % at 12.5 µM; 350,000 compounds, 0.69% hits; in the data active = inhibition above about 41%; inconclusive = no clear call, values can overlap the other calls;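 note: 0% = neutral control wells and 100% = reference inhibitor control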
KKLEB tox: CF airway cell cytotoxicity counter-screen | KKLEB CF airway cells viability, ATPlite luminescence, overnight; hits give low values; cells stimulated with P. aeruginosa culture filtrate | activity change (cytotoxicity), % at 5 µM | 360,000 compounds, 0.36% hits | AID 602141;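 active = corrected activity change at or below -50% at 5 µM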
Shn3 3UTR inh: inhibitors of Schnurri-3 3'UTR reporter in osteoblasts; Clone20 osteoblast Shn3 3'UTR firefly luciferase, 24 h; inhibition, % at 12.5 µM; 360,000 compounds, 0.52% hits; AID 588674;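 active = mean inhibition of at least 75% with every replicate also reaching 75%; inconclusive = mean inhibition at least 75% but some replicate below; inactive = mean inhibition below 75%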;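 note: 0% = median of neutral control wells and 100% = pilot-screen positive control compound; some compounds past the cut are filed as inactive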
TROY NFkB inh: TROY signaling inhibition; Q293 LMP1-TROYcd NF-kB luciferase reporter, 4 h; AID 1347056; inhibition, % at 10 µM; 360,000 compounds, 0.98% hits;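 active = compounds whose plate-normalised and pattern-corrected inhibition of the luciferase reporter signal at the single screening dose is 50% or more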
NR5A2 inv ag: inverse agonists of human LRH-1 (NR5A2) | HEK293T StAR-luciferase reporter, LRH-1 transfected, 24 h | inhibition, % at 3.6 µM | O00482 | 360,000 compounds, 0.13% hits;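 active = inhibition above the mean inhibition of all tested compounds plus 3 SD, cut at about 73% in these data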;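 note: 0% = DMSO wells and 100% = reporter-only cells lacking LRH-1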
NR2F2 inh: blocks human COUP-TFII nuclear receptor. P24468. HEK293T NGFI-A luciferase reporter, luminescence. inhibition, % at 8.6 µM. 370,000 compounds, 0.7% hits;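 active = inhibition above a per-plate cutoff, mean inhibition of test wells between control levels plus 3 SD, cut at about 38% in these data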;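 note: cells cotransfected with COUP-TFII expression vector driving the NGFI-A reporter; 0% = median of COUP-TF2 test wells and 100% = reporter-only cells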
C8 TRAIL sens: sensitizes caspase-8 expressing cells to TRAIL; inhibition (viability loss, TRAIL sensitization), % at 10 µM; 360,000 compounds, 1% hits; NB7+C8 cells + TRAIL, ATPlite viability luminescence;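 active = compounds causing at least 50% loss of cell viability in the single-dose screen, relative to plate controls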
NCOA1 inh: human NCOA1 inhibition. Q15788. HEK293 GAL4-SRC1 luciferase reporter, luminescence. inhibition, % at 3.6 µM. 360,000 compounds, 0.12% hits;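 active = inhibition above the campaign mean plus 3 SD, with each screening campaign given its own cutoff, cut at about 60% in these data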;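 note: 0% = DMSO treated cells and 100% = gossypol at 36 µM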
Target sequence (Q15788 whole entry, looked up, the tested form may be a part): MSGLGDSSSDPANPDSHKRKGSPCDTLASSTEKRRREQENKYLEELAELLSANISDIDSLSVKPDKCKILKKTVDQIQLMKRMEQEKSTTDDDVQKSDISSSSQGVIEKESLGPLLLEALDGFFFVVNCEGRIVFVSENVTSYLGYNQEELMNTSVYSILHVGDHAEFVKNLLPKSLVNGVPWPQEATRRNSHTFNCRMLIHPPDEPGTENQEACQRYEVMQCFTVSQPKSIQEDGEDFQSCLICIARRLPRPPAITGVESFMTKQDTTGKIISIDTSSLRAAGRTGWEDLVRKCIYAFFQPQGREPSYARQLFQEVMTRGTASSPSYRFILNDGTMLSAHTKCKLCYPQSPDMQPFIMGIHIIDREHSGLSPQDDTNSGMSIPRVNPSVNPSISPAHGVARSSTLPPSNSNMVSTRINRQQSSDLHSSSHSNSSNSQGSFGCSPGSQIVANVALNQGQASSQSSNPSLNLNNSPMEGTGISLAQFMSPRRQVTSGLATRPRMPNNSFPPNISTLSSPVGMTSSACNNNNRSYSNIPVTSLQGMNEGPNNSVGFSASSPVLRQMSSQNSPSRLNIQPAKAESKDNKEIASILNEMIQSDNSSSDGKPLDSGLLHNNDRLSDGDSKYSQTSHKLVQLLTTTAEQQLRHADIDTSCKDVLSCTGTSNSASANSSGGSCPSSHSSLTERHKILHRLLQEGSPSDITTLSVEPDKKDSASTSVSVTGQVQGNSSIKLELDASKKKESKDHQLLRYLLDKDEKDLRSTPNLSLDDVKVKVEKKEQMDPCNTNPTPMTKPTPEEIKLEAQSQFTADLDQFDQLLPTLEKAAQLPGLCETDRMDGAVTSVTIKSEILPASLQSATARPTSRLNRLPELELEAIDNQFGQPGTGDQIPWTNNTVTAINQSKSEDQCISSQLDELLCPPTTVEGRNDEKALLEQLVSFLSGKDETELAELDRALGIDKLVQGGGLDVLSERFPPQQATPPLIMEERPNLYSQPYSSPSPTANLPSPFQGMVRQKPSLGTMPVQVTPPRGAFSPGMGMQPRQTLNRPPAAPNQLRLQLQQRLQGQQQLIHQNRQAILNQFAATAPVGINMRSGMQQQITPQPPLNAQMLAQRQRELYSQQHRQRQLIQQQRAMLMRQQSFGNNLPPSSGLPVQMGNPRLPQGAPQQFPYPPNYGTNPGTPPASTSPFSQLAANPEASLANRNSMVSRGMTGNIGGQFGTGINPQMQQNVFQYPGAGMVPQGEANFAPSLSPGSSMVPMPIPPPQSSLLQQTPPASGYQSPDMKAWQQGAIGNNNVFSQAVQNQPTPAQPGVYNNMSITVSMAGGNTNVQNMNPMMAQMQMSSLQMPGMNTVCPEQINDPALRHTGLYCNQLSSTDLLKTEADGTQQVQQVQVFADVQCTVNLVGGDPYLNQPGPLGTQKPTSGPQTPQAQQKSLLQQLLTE
SRC3 inh: inhibitors of human steroid receptor coactivator 3 (SRC3). Q9Y6Q9. AID 588352. 360,000 compounds, 0.17% hits. inhibition, % at 3.6 µM. HEK293 GAL4-SRC3 luciferase reporter, luminescence;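 active = inhibition above a per-campaign cutoff, the mean of all compounds plus 3 SD, cut at about 60% in these data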;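 note: 0% = DMSO-treated cells and 100% = gossypol-treated cells at 36 µM; higher means less SRC3-driven luciferase light from the GAL4 reporter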
CF NFkB inh: blocks PAF-induced NF-kB reporter in cystic fibrosis cells | KKLEB NF-kB-GFP reporter, GFP fluorescence overnight | inhibition, % at 5 µM | 360,000 compounds, 0.86% hits;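 active = at least 50% inhibition at 5 µM, scaled per plate between neutral and stimulator controls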;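 note: PAF is a Pseudomonas aeruginosa culture filtrate used as stimulus; plate controls were PAF-stimulated DMSO wells for no effect and unstimulated DMSO wells for full effect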
An asterisk follows results filed as active; ? = inconclusive; · = not tested or not shown. The list is partial; the hit share may differ from the screen's.

SMILES	TWEAK-Fn14 inh	LMP1 NFkB inh	KKLEB tox	Shn3 3UTR inh	TROY NFkB inh	NR5A2 inv ag	NR2F2 inh	C8 TRAIL sens	NCOA1 inh	SRC3 inh	CF NFkB inh
COC(=O)c1cc(S(=O)(=O)NCc2ccccc2)cn1C	24	4	-10	-9	-24	30	7	-8	0	2	10
CCN(CC)S(=O)(=O)c1ccc(OC)c(NC(=O)c2cc3c(=O)n4ccccc4nc3s2)c1	-14	2	1	5	-3	5	-3	14	2	-15	14
Cc1cccc(C)c1-n1nnnc1C1c2ccccc2C(=O)N1CCCn1ccnc1 (stereo unspecified)	-4	·	·	·	-22	9	-8	-9	·	·	·
O=C(Nc1cnc2ccccc2c1)c1ccncc1	16	6	-5	-25	-37	-139	-24	7	-102	-101	6
O=C(c1[nH]c(C(F)(F)F)nc1-c1ccccc1)N1CCN(c2ncccc2C(F)(F)F)CC1	22	·	-4	-7	5	-1	-9	-15	-3	8	12
C=C(C)c1cccc(C(C)(C)NC(=O)N2CC(C)OC(C)C2)c1 (stereo unspecified)	-1	9	-3	13	-3	-12	9	-2	-1	7	-8
Cc1nn(CC(=O)N2c3ccccc3NC(=O)C2(C)C)c(C)c1[N+](=O)[O-]	0	-16	1	-41	11	-12	-1	3	-17	11	-9
COc1ccc(S(=O)(=O)N2CN3CCN(C3)C2)cc1	11	-2	6	6	-28	-7	-4	-5	-1	-6	-11
COc1ccc(NC(=O)Cn2c(=O)oc3cc(S(=O)(=O)N4CCCC4)ccc32)cc1	-3	7	-8	21	1	2	20	-9	1	-9	-71
CCCCCCCNC(=O)C1(CC2CC(c3cccc(Br)c3)=NO2)CCNCC1 (stereo unspecified)	-81	-33	-23	91*	-48	-10	0	87*	-2	-19	26
COc1ccc(CCNC(=S)Nc2ccccc2C)cc1	7	-36	3	-26	-7	-2	-6	-15	-14	14	8
CC1CCCCC1NC(=O)c1ccc(NC2=NC3CS(=O)(=O)CC3S2)cc1 (stereo unspecified)	1	-2	7	-1	5	-3	4	-8	-16	-27	20
COc1ccc(-c2oc3ccc(N4CCOCC4)cc3c2C#CCO)cc1	97*	-2	4	-38	54*	56	71*	42	32	47	-18
CC=Cc1cc2c(c(=O)o1)C(=O)C(O)C(C)O2 (stereo unspecified)	33	0	-9	1	7	0	12	-8	-2	-26	14
Cc1nnc(SCC(=O)Nc2ccc(OC(F)F)c(Cl)c2)n(N)c1=O	9	10	5	-9	-14	-23	9	10	5	-18	-6
CCCOc1ccccc1C1CC(=O)Nc2cc3c(cc21)OCO3 (stereo unspecified)	32	26	-10	?	43	27	30	10	2	17	24
O=C(N/N=C/c1cccnc1)/C(=C\c1cccs1)NC(=O)c1ccccc1	-6	2	0	-13	9	7	-5	-6	2	-17	2
Cc1ccc(-n2c(=O)c3c4c(sc3n3c(C)nnc23)COC(C(C)C)C4)cc1 (stereo unspecified)	-2	4	2	-4	7	22	-2	-7	-3	5	2
Cc1cccc(NC(=O)CCN2C(=O)c3ccccc3S2(=O)=O)c1C	-15	1	7	-12	-23	20	·	3	-2	8	-21
N#CC1(C#N)[C@@H](C(=O)C23CC4CC(CC(C4)C2)C3)C12CCOCC2	-4	14	6	16	3	10	6	-10	-4	-5	11
O=C(Nc1ccc(F)c(Cl)c1)c1ccc2c(=O)n3c(nc2c1)CCCCC3	46	16	-7	-31	32	-89	-2	14	-66	-48	-3
COc1ccc(/C=C(\NC(=O)c2ccccc2)C(=O)NC2CCS(=O)(=O)C2)cc1 (stereo unspecified)	5	-4	-6	10	-4	7	6	-2	4	14	5
COc1ccc(NC(=O)Cc2c(O)c3ccccc3[nH]c2=O)cc1	-7	3	-8	-8	-15	9	6	23	2	6	-6
COC(=O)C1(C(=O)OC)NOC2C(=O)N(c3ccc(Cl)cc3Cl)C(=O)C21 (stereo unspecified)	-8	7	-11	-2	-5	7	10	25	-27	-8	12
O=C(NCC1CCCO1)C(c1ccccn1)N(Cc1ccccc1Cl)C(=O)CN1C(=O)c2ccccc2S1(=O)=O (stereo unspecified)	8	-5	9	-5	7	0	8	-4	-1	19	-9
COc1cc(N=Cc2c(O)c3ccccc3oc2=O)c(OC)cc1Cl	14	-4	-7	-6	19	-3	4	12	12	11	8
COc1ccc(Cn2nnnc2C(c2cc3cc(C)cc(C)c3[nH]c2=O)N2CCOCC2)cc1 (stereo unspecified)	18	-6	12	-6	4	-8	10	-17	8	5	0
Cc1cccnc1NC(=O)c1ccc([N+](=O)[O-])o1	-6	-1	-4	8	-13	46	-6	-6	4	9	11
Cc1ccc(-c2cn(CCN)c(-c3ccc(Cl)nc3)n2)cc1	-2	4	20	-13	-20	0	-11	-1	-7	11	-16
CCOC(=O)/C(C#N)=N/Nc1c(S(=O)(=O)Cc2ccco2)csc1C(=O)OC	-13	-3	-2	-17	2	12	3	10	0	20	-2
CCN(CC)S(=O)(=O)c1ccc(-c2cc(C(=O)OC)sc2C(F)(F)F)cc1	-18	·	2	-1	-4	2	1	-38	7	-8	-4
CC(=O)N1CCN(C(=O)c2ccc(-n3c(C)ccc3C)cc2)CC1	24	-39	2	-33	1	-13	14	-2	-6	2	11
O=C(O)CC(NC(=O)C(c1ccccc1)c1ccccc1)c1ccco1 (stereo unspecified)	0	-5	9	2	0	12	-15	2	12	-34	10
CCOC(=O)c1c(N)sc2c(OCC)c(Br)ccc12	36	-24	13	-18	-38	-9	-14	10	5	13	-13
CSc1nsc(SCC(=O)N2CCCCC2)n1	28	-5	-12	-43	-7	-57	-41	0	-43	-27	7
NC(=O)CN1C(=O)NC2(CCCc3sccc32)C1=O (stereo unspecified)	23	-1	7	6	-19	4	-10	17	-12	-3	18
CC(=O)N/C(=N/c1nc(C)cc(C)n1)Nc1ccc(C)cc1C	-31	-3	5	13	-1	17	5	7	13	-2	-31
CCOc1cccc(/C=N/N2CCN(c3ccc(Cl)cc3)CC2)c1O	27	6	3	17	-5	21	6	13	7	18	-2
COc1ccc2cc(C(=O)C3CCCN(Cc4ccccn4)C3)ccc2c1 (stereo unspecified)	-21	-13	-3	6	1	1	15	3	1	9	-5
COc1cc([N+](=O)[O-])cc2cc(C(=O)N3CCCC3)c(=O)oc12	27	-1	2	-2	-15	3	4	-6	24	12	-17
Cc1cc(C(=S)N2CCOCC2)c(C)n1-c1ccc(Cl)cc1	4	3	-6	12	9	-4	3	10	0	1	-12
COc1cc(CNc2nnnn2C)ccc1OCc1ccc(F)cc1Cl	-19	-14	0	-40	-4	4	9	-1	-2	16	-10
O=C(COc1ccc(C(=S)N2CCC(Cc3ccccc3)CC2)cc1)N1CCOCC1	-10	-3	6	-17	-1	-1	-2	-8	-1	11	13
CCCOc1ccccc1C1NC(=O)NC(C)=C1C(=O)OCCOCC (stereo unspecified)	7	-2	6	-27	-20	-12	-4	-6	-6	19	-9
O=C1CCCN1c1ccc(CNS(=O)(=O)c2ccc(F)cc2)cc1	-3	-11	-3	-7	-5	-22	-6	-8	-17	9	3
CCCn1c(C(O)c2ccc(OC)c(OC)c2)nc2ccccc21 (stereo unspecified)	19	-6	-18	21	10	8	24	-12	5	0	14
Cc1cc(NS(=O)(=O)c2ccc(NC(=O)/C=C/c3ccc(Br)cc3)cc2)no1	5	1	16	8	-2	-33	-32	7	-40	-7	-28
CN1c2ccccc2C(=O)NC1c1ccc([N+](=O)[O-])s1 (stereo unspecified)	0	-1	-5	-66	-8	2	7	19	-26	19	-3
Cc1ccc2nsnc2c1S(=O)(=O)N1CCOCC1	-4	4	6	-5	-9	14	15	-2	-1	8	4
COc1cccc(CNc2cccc3cccnc23)c1O	31	7	-1	-17	8	1	13	5	6	-4	5
N/C(=N\OC(=O)Cc1ccc(Cl)cc1)c1ccncc1	28	6	-7	22	-4	25	-3	-5	-9	9	3
CCN(C(=O)/C=C/c1ccccc1)C1CCCCC1	-26	-5	8	4	-23	16	10	0	-18	5	0

14 entries from above, set out differently.
The line under a structure holds: TWEAK-Fn14 inh	LMP1 NFkB inh	KKLEB tox	Shn3 3UTR inh	TROY NFkB inh	NR5A2 inv ag	NR2F2 inh	C8 TRAIL sens	NCOA1 inh	SRC3 inh	CF NFkB inh
COc1ccc2cc(C(=O)C3CCCN(Cc4ccccn4)C3)ccc2c1 (stereo unspecified)
  -21	-13	-3	6	1	1	15	3	1	9	-5
COc1cc([N+](=O)[O-])cc2cc(C(=O)N3CCCC3)c(=O)oc12
  27	-1	2	-2	-15	3	4	-6	24	12	-17
Cc1cc(C(=S)N2CCOCC2)c(C)n1-c1ccc(Cl)cc1
  4	3	-6	12	9	-4	3	10	0	1	-12
COc1cc(CNc2nnnn2C)ccc1OCc1ccc(F)cc1Cl
  -19	-14	0	-40	-4	4	9	-1	-2	16	-10
O=C(COc1ccc(C(=S)N2CCC(Cc3ccccc3)CC2)cc1)N1CCOCC1
  -10	-3	6	-17	-1	-1	-2	-8	-1	11	13
CCCOc1ccccc1C1NC(=O)NC(C)=C1C(=O)OCCOCC (stereo unspecified)
  7	-2	6	-27	-20	-12	-4	-6	-6	19	-9
O=C1CCCN1c1ccc(CNS(=O)(=O)c2ccc(F)cc2)cc1
  -3	-11	-3	-7	-5	-22	-6	-8	-17	9	3
CCCn1c(C(O)c2ccc(OC)c(OC)c2)nc2ccccc21 (stereo unspecified)
  19	-6	-18	21	10	8	24	-12	5	0	14
Cc1cc(NS(=O)(=O)c2ccc(NC(=O)/C=C/c3ccc(Br)cc3)cc2)no1
  5	1	16	8	-2	-33	-32	7	-40	-7	-28
CN1c2ccccc2C(=O)NC1c1ccc([N+](=O)[O-])s1 (stereo unspecified)
  0	-1	-5	-66	-8	2	7	19	-26	19	-3
Cc1ccc2nsnc2c1S(=O)(=O)N1CCOCC1
  -4	4	6	-5	-9	14	15	-2	-1	8	4
COc1cccc(CNc2cccc3cccnc23)c1O
  31	7	-1	-17	8	1	13	5	6	-4	5
N/C(=N\OC(=O)Cc1ccc(Cl)cc1)c1ccncc1
  28	6	-7	22	-4	25	-3	-5	-9	9	3
CCN(C(=O)/C=C/c1ccccc1)C1CCCCC1
  -26	-5	8	4	-23	16	10	0	-18	5	0

Single entries from above:
Under NR5A2 inv ag, `Cc1ccc(-c2cn(CCN)c(-c3ccc(Cl)nc3)n2)cc1` has 0
Under SRC3 inh, `O=C1CCCN1c1ccc(CNS(=O)(=O)c2ccc(F)cc2)cc1` has 9
